# GDH-TPI inh = counter-screen for M. tuberculosis FBA inhibitors: GDH-TPI coupled enzymes | actives 1.2% (n = 360,000) | inhibition, % at 4.8 µM | GDH-TPI coupled enzyme counterscreen, NADH absorbance;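 further: 0% = DMSO wells and 100% = wells lacking the enzyme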
# FadD28 FP inh = M. tuberculosis FadD28 bisubstrate binding inhibition; FadD28 bisubstrate probe binding, fluorescence polarization; inhibition, % at 12.5 µM; actives 0.22% (n = 360,000); AID 588549; in the data active means inhibition above about 8.5%, passing the limit was not always enough; inconclusive means no clear call, values can overlap the other calls
# PrPC surface inh = cell surface PrPC inhibition, primary TR-FRET screen. P04156. TR-FRET read-out. inhibition, % at 13.8 µM. actives 0.43% (n = 370,000). AID 720596; in the data active means inhibition above about 24%; further: 0% = median of the test wells and 100% = reference compound wells
# BoNT A protease = inhibitors of Botulinum neurotoxin A light chain protease; multiplex microsphere protease substrate cleavage, flow cytometry; inhibition, % at 10 µM; actives 0.17% (n = 360,000); in the data active means inhibition above about 30%; inconclusive means no clear call, values can overlap the other calls; further: plate controls were buffer without enzyme for full effect and enzyme alone for no effect
# Mtb FBA inh = inhibits M. tuberculosis FBA enzyme; P9WQA3; purified M. tuberculosis FBA, fluorescence read-out; inhibition, % at 1 µM; actives 2.3% (n = 360,000); AID 588726; in the data active means inhibition above about 27%;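 further: 0% = vehicle and 100% = reference inhibitor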
# Target sequence (P9WQA3 whole entry, looked up): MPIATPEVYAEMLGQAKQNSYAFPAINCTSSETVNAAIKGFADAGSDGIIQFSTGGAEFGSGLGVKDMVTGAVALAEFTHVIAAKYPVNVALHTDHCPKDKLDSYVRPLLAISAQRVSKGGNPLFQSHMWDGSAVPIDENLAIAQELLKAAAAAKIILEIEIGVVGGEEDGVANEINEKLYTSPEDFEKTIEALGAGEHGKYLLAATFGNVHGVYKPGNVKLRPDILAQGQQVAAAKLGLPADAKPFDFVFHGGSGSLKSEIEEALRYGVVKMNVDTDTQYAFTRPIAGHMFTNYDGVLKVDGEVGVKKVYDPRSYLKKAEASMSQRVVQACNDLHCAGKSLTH
# CCHF vOTU inh = CCHFV vOTU protease inhibition | inhibition, % at 11.5 µM | actives 0.55% (n = 370,000) | AID 651958 | Pep-AMC fluorescence; further: 0% = vehicle wells with enzyme and 100% = no enzyme wells
# BioA inh = blocks M. tuberculosis BioA enzyme activity. inhibition, % at 9.99 µM. actives 0.096% (n = 360,000). AID 602481. purified M. tuberculosis BioA enzyme, plate reader; in the data active means inhibition above about 40%; inconclusive means no clear call, values can overlap the other calls
# BoNT-F LC inh = inhibitors of Botulinum neurotoxin F light chain protease; actives 0.22% (n = 360,000); inhibition, % at 10 µM; Multiplex microsphere protease cleavage assay, flow cytometry; in the data active means inhibition above about 35%, passing the limit was not always enough; inconclusive means no clear call, values can overlap the other calls; further: plate controls were buffer without enzyme for full effect and enzyme alone for no effect
# UGM FP inh = inhibitors of M. tuberculosis UDP-galactopyranose mutase; P9WIQ1; actives 0.06% (n = 320,000); inhibition, % at 10 µM; purified UGM, fluorescence polarization probe displacement; in the data active means inhibition above about 10%, passing the limit was not always enough; inconclusive means no clear call, values can overlap the other calls
# Target sequence (P9WIQ1 whole entry, looked up): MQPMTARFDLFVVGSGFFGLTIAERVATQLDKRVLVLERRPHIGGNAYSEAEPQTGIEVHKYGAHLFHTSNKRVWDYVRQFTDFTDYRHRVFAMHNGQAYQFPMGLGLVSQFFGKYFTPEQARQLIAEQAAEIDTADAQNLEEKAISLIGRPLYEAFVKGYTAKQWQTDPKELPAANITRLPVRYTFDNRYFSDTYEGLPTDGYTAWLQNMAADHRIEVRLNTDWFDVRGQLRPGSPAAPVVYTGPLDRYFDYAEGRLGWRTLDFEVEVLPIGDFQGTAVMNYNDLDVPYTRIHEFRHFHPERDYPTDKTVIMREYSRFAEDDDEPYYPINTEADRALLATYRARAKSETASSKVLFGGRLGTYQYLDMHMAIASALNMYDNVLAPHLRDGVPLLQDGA
# * hit, by the source's call; ? = inconclusive; · = no result given; + = active, no number; & = joins results of further samples. Unless noted, no stated cut-off is given here; in the data, active means inhibition above about 30%; inactive means the rest.
SMILES,GDH-TPI inh,FadD28 FP inh,PrPC surface inh,BoNT A protease,Mtb FBA inh,CCHF vOTU inh,BioA inh,BoNT-F LC inh,UGM FP inh
O=C(Nc1cccc2cccnc12)c1csc([C@@H]2O[C@H](CO)[C@H](O)[C@H](O)[C@H]2O)n1,16,-2.7,-9,-0.4,4,5,-0.2,-2,·
O=C(CC1C(=O)NCCN1C(=O)c1ccc(F)cc1)OCc1ccccc1 (configuration not stated),-9,-1.9,-6,1.0,-2,10,2.5,?,-1.8
COc1cc(C(=O)NCC(=O)Nc2c(C)cccc2C)ccc1OCc1ccccc1,4,-0.6,4,-0.7,3,21,0.5,0,-2.8
COc1ccc(C(=O)Nc2ccnn2C2CCN(Cc3cn(C)nc3C)CC2)cc1,16,-1.0,4,2.2,3,-3,-3.5,7,0.8
Nc1ncc(-c2cc3ccccc3oc2=O)s1,-2,-3.2,-5,1.6,7,14,0.9,3,5.3
CCOc1ccc(S(=O)(=O)N2CCN(C(=O)c3cc(C4CC4)nn3-c3ccccc3)CC2)cc1,-4,-2.6,-6,1.5,-2,2,·,9,·
O=S(=O)(Cc1cccc(F)c1)c1c[nH]c2ccccc12,6,-5.0,-2,-1.1,4,15,0.6,-19,3.3
CCCCCCCCCCCCCCCC[n+]1cccc2ccccc21,-1,17*,40*,0.1,0,44*,·,-5,0.5
Cc1cccc(NC(=O)CSc2nnc(-c3ccccc3C)o2)c1,-10,-6.9,4,2.2,-2,18,-1.1,1,·
Cc1cc(C(=O)NCc2ccc3c(c2)OCO3)c(C)o1,6,0.2,9,·,0,-6,·,·,-1.1
Cc1ccccc1NC(=O)C1CCCN(S(=O)(=O)c2cccc3cccnc23)C1 (configuration not stated),9,-2.3,-1,-0.3,6,10,-1.8,6,-3.0
COc1ccccc1CN1CCN(Cc2nc(-c3cccs3)no2)CC1,-9,-3.5,-7,0.0,-5,-2,·,-27,1.4
COc1ccc(OC)c(S(=O)(=O)N2CCC(C(=O)NCc3ccc4c(c3)OCO4)CC2)c1,0,-5.5,2,-0.6,-1,-9,-0.4,5,2.0
FC(F)Oc1ccc(C2N=C(c3ccccc3)NO2)cc1 (configuration not stated),2,-1.1,-4,0.3,1,-9,-0.1,4,-0.7
O=C(Cc1n[nH]c(=O)[nH]c1=O)N/N=C/c1ccccc1,-5,-0.2,8,0.5,1,-1,-0.8,-7,-1.6
N#Cc1c(N)n(C2CCCCC2)c2nc3ccccc3nc12,14,2.0,-6,2.9,117*,-44,0.2,-3,1.0
COc1ccc(C(CNC(=O)c2cc3ccccc3o2)N2CCCC2)cc1 (configuration not stated),-6,-3.4,-2,-1.1,1,-2,3.1,8,-0.4
COCCNc1oc(/C=C/c2ccccc2OC)nc1S(=O)(=O)c1ccccc1,18,0.6,4,1.0,24,-27,-0.6,6,2.0
O=C(O)CCCC(=O)Nc1ccc(C(=O)N2CCCCC2)cc1,-1,-2.4,6,-0.5,-1,-8,1.5,-7,-1.1
CC1Sc2ccc(S(=O)(=O)CCC(=O)NC3CCCC(C)C3C)cc2NC1=O (configuration not stated),-4,-3.7,11,-1.9,1,8,7.3,-5,0.2
COc1cccc(CNC(=O)c2ccc3c(c2)N(C)CCS3)c1OC,-9,-4.3,13,-0.5,88*,-100,1.0,-7,-2.4
Cc1ccc(S(=O)(=O)CCSc2cccc(C(=O)Nc3ccccc3C(=O)O)c2)cc1,8,-8.7,12,0.0,1,22,-0.1,-7,2.5
CC1(C)Cc2nc(N)c(=O)sc2C1,30,-0.1,-4,-0.5,-1,2,-1.2,-5,-0.5
Cc1ccc2c(c1)nnn2C1CCN(CC(=O)N2CCN(c3ccc(F)cc3)CC2)CC1,-1,-0.6,-6,-1.1,3,-8,-1.4,-4,-1.5
CSc1ncc(Cl)c(C(=O)Nc2ccc(C)c(C)c2)n1,0,-4.0,-3,-3.5,5,9,-1.1,8,-0.2
# Continuation:
SMILES,GDH-TPI inh,FadD28 FP inh,PrPC surface inh,BoNT A protease,Mtb FBA inh,CCHF vOTU inh,BioA inh,BoNT-F LC inh,UGM FP inh
COc1ccc(Sc2nc(-c3ccccc3)ncc2OC)cc1,-1,-0.3,-8,-0.6,-4,-3,·,0,-0.8
O=C(c1cc(-c2ccc(O)cc2)on1)N1CCN(c2ccc(F)cc2)CC1,11,-0.5,11,-1.3,5,6,-1.9,-11,-2.9
CCCc1ccc(-c2csc(NC(=O)Cc3cccs3)n2)cc1,-9,-2.2,23,-0.5,3,-2,-0.7,-12,0.2
O=C(Nc1ccc(F)c([N+](=O)[O-])c1)c1cccs1,6,-0.4,-33,-1.0,-1,5,5.0,3,-4.3
Cc1c(OCC(=O)NCc2cccnc2)ccc2c3c(c(=O)oc12)CCCC3,0,-3.2,0,7.1,2,0,-1.8,9,-2.8
C[C@@H]1CN([C@H](C)CO)C(=O)c2cc(NC(=O)Nc3ccc(C(F)(F)F)cc3)ccc2O[C@H]1CN(C)Cc1ccc(Cl)c(Cl)c1,-3,-2.7,7,-0.6,-3,-4,-0.4&-2.7,2,·
Cc1ccc(-n2c(C)cc(C(=O)CN3CCCCC3)c2C)cc1,-1,-2.1,-7,-0.2,-2,-9,·,-5,0.0
O=C(Nc1cccc(F)c1)C1CCCN(S(=O)(=O)c2cccc3cccnc23)C1 (configuration not stated),6,-1.1,0,1.1,-4,14,3.2,8,-4.2
c1ccc2c(c1)Nc1ccccc1S2,-13,-4.3,·,-0.5,-2,·,2.2,2,-3.6
CC(=O)N1CCN(S(=O)(=O)c2cccc(C(=O)Nc3ccccc3N3CCCCC3)c2)CC1,6,-2.3,2,-0.2,4,19,0.7,0,·
Cc1cc(C(=O)Nc2nc3c(s2)CCCC3)cs1,13,-1.9,1,-1.8,-1,4,1.0,-4,-0.2
CC/C(=N\NC(=S)NC(C)C)c1ccc(OC(F)F)cc1,2,0.5,-8,-1.4,-4,-3,·,-3,-3.0
CCOc1ccc(CC(=O)Nc2sc(Cc3ccccc3)cc2C(N)=O)cc1OCC,13,0.9,4,-4.7,1,-2,-1.4,-8,2.7
COc1ccc(C(=O)Nc2c(F)c(F)c(F)c(F)c2F)c(OC)c1,0,0.4,1,0.3,4,3,-0.7,3,5.5
CCOc1ccc(N=C2NC(=O)/C(=C/C(=O)OC)S2)cc1,12,-1.4,9,-0.6,0,1,-0.5,-1,3.3
N#Cc1ccc(NC(=O)Cn2cnc([N+](=O)[O-])c2)cc1,0,0.5,-3,4.7,0,-13,-1.8,?,-1.7
CC(C)CCNC(=O)C(c1cccnc1)N(Cc1ccccc1)C(=O)Cn1nnc2ccccc21 (configuration not stated),4,-3.3,5,0.4,3,10,8.1,8,-0.5
CCn1c(=O)c2c(nc3n2CCCN3CCc2ccccc2)n(C)c1=O,-3,-0.2,0,-0.2,0,4,0.7,2,-0.2
Cc1cc(C)cc(Oc2c(C(F)(F)F)oc3cc(OCC(=O)O)ccc3c2=O)c1,12,-1.9,-5,-2.0,-2,5,-0.6,-14,-1.7
COc1ccc(Cn2c(C)nc3oc4cc(OC)ccc4c(=O)c3c2=O)cc1,8,-6.2,2,0.2,0,-10,-5.9,-9,·
N#C/C(C(=O)Oc1ccccc1)=C1\C=Cc2ccccc2N1,6,-1.1,-2,1.7,-3,11,-4.2,9,0.6
COCCNc1oc(-c2ccc(Cl)cc2)nc1C#N,37*,0.7,7,-1.1,+,-119,-0.8,-19,·
CC(=O)c1ccc(OCCCC(=O)Nc2cccc(S(=O)(=O)N3CCCCCC3)c2)cc1,1,0.5,8,0.1,1,-2,-1.8,-6,1.4
Cc1cc(C)c([N+](=O)[O-])cc1-c1ccc(/C=N/NC(=O)c2nonc2N)o1,10,-5.7,-8,3.4,-1,17,·,0,-3.0
CCC[C@H]1CN(c2ccccc2)C(=O)[C@@H]1CC(=O)Nc1ccc(Br)cc1,3,-4.3,-1,-0.4,-3,-6,·,-8,·
# Later entries.
SMILES,GDH-TPI inh,FadD28 FP inh,PrPC surface inh,BoNT A protease,Mtb FBA inh,CCHF vOTU inh,BioA inh,BoNT-F LC inh,UGM FP inh
O=C(CNC(=O)c1ccc(Cl)cc1)OCc1nc2ccccc2s1,-1,-0.5,4,0.5,2,-5,·,1,-4.8
COc1cc(/C=C2\S/C(=N/S(=O)(=O)c3ccccc3)NC2=O)c([N+](=O)[O-])cc1OC,43*,4.7,-7,0.1,-2,4,0.4,-1,-0.3
COC(=O)c1nnn(CC(=O)Nc2ccc(C)c(F)c2)c1C(=O)OC,6,1.4,-2,?,2,-8,1.3,?,-0.5
CC1(C(=O)NCc2ccccc2Br)CCN1Cc1c(F)cccc1F (configuration not stated),8,-3.9,-1,-0.3,-2,5,0.5,-2,·
Cc1cc(C(=O)N/N=C2\CCCC(=O)C2)c2ccccc2n1,24,0.8,-1,-0.2,0,-12,-9.1,-5,1.4
COCC(=O)Nc1cc(=O)n(C)c(=O)n1C,-3,-2.3,-4,-0.8,3,3,-1.9,-3,2.5
Cc1cc2cc(CNC(=O)C(C)Oc3ccccc3)ccc2n1C (configuration not stated),6,2.4,36*,90*,1,3,·,-57,6.9
COCc1nnc(NC(=O)c2ccco2)s1,-2,-0.6,-4,0.7,0,-2,-1.2,-1,-2.3
Clc1ccc(C2Nc3cccc4cccc(c34)N2)cc1Cl,9,-2.0,-6,-6.4,0,-1,-1.6,-16,-2.2
CS/C(=C\C(=O)c1ccco1)Nc1ccccc1Cl,6,-2.8,6,?,1,4,2.6,?,0.6
CC1CCCN(c2ccc(/C=C(\C#N)c3nn(-c4ccccc4)c(N)c3C#N)cc2[N+](=O)[O-])C1 (configuration not stated),11,-3.2,-3,1.0,2,-9,-0.7,-12,2.1
CCOc1ccc(NC(=O)CCc2nnc3ccc(N4CCC5(CC4)OCCO5)nn23)cc1,-1,-0.9,-4,5.5,1,5,0.7,3,1.0
O=C(CN(C(=O)CCC(=O)Nc1nccs1)c1ccc2c(c1)OCO2)NCC1CCCO1 (configuration not stated),3,-2.4,5,-0.3,-1,3,·,-4,-0.8
CCCCOCCCNC(=O)CCCOc1ccccc1,0,-1.1,4,0.1,-2,16,·,7,0.5

# Molecules from the list above containing an aryl methoxy group, in the order listed:
SMILES,GDH-TPI inh,FadD28 FP inh,PrPC surface inh,BoNT A protease,Mtb FBA inh,CCHF vOTU inh,BioA inh,BoNT-F LC inh,UGM FP inh
COc1cc(C(=O)NCC(=O)Nc2c(C)cccc2C)ccc1OCc1ccccc1,4,-0.6,4,-0.7,3,21,0.5,0,-2.8
COc1ccc(C(=O)Nc2ccnn2C2CCN(Cc3cn(C)nc3C)CC2)cc1,16,-1.0,4,2.2,3,-3,-3.5,7,0.8
COc1ccccc1CN1CCN(Cc2nc(-c3cccs3)no2)CC1,-9,-3.5,-7,0.0,-5,-2,·,-27,1.4
COc1ccc(OC)c(S(=O)(=O)N2CCC(C(=O)NCc3ccc4c(c3)OCO4)CC2)c1,0,-5.5,2,-0.6,-1,-9,-0.4,5,2.0
COc1ccc(C(CNC(=O)c2cc3ccccc3o2)N2CCCC2)cc1 (configuration not stated),-6,-3.4,-2,-1.1,1,-2,3.1,8,-0.4
COCCNc1oc(/C=C/c2ccccc2OC)nc1S(=O)(=O)c1ccccc1,18,0.6,4,1.0,24,-27,-0.6,6,2.0
COc1cccc(CNC(=O)c2ccc3c(c2)N(C)CCS3)c1OC,-9,-4.3,13,-0.5,88*,-100,1.0,-7,-2.4
COc1ccc(Sc2nc(-c3ccccc3)ncc2OC)cc1,-1,-0.3,-8,-0.6,-4,-3,·,0,-0.8
COc1ccc(C(=O)Nc2c(F)c(F)c(F)c(F)c2F)c(OC)c1,0,0.4,1,0.3,4,3,-0.7,3,5.5
COc1ccc(Cn2c(C)nc3oc4cc(OC)ccc4c(=O)c3c2=O)cc1,8,-6.2,2,0.2,0,-10,-5.9,-9,·
COc1cc(/C=C2\S/C(=N/S(=O)(=O)c3ccccc3)NC2=O)c([N+](=O)[O-])cc1OC,43*,4.7,-7,0.1,-2,4,0.4,-1,-0.3
